Hep lipid drop: modulators of hepatic lipid droplet formation | hit rate 0.4% among 240,000 | inhibition, % at 6.5 µM | AML12 mouse hepatocytes, oleate lipid droplets, BODIPY imaging;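 active means lipid droplet intensity inhibited by at least 50%, with more than 500 cells counted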
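Assay system: AML12 hepatocytes (mouse); Probe or stimulus: oleic acid at 100 µM to induce lipid droplet formation; Dosing: compound at 6.5 µM only; Schedule: compound with oleate, overnight; Detection: fluorescence imaging, 20x objective, two fields per well; Measure: % inhibition of lipid droplet signal.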
LYP inhibition: PTPN22 lymphoid phosphatase activity blockers – biochemical, fluorescence intensity, uHTS (AID 1779). recombinant LYP phosphatase, fluorescence intensity; higher % means a stronger effect. inhibition, % at 11.5 µM, or IC50 in µM where a hit was titrated. hit rate 0.054% among 290,000;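 further: plate controls were vehicle with enzyme for no effect and no enzyme for full effect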
AID2073: disruptors of CaV2.2 binding to Mint1 – biochemical, HTRF (AID 2073); inhibition, % at 20 µM; hits with a dose series show IC50 in µM; HTRF protein-protein interaction, Mint1-CaV2.2; higher % means a stronger effect; hit rate 0.19% among 290,000; in the data active means inhibition mostly above about 51%, no sharp cut-off; further: some results filed as inactive read as strong as hits
Myeloid diff 2: myeloid differentiation induction. hit rate 1% among 360,000. calls only at 10 µM. AID 624256. ER-HoxA9 myeloid progenitors, lysozyme-GFP differentiation, flow cytometry;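 active means normalized GFP-positive differentiation at or above the plate's own cutoff, the solvent-only control mean plus 3 SD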;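 further: cells exposed to compound for four days before flow analysis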
XIAP displacement: small molecules displacing peptide from XIAP – biochemical, IAP family, fluorescence polarization (AID 1018) | XIAP BIR domain, fluorescence polarization peptide displacement; higher % means a stronger effect | hit rate 0.007% among 200,000 | one-dose displacement, % at 20 µM; IC50 in µM for titrated hits; in the data active means displacement above about 50%; further: a part of the inactive calls stands beside numbers as strong as those of hits
NOD2 inhibition: NOD2 signaling inhibitors, cell-based, luminescence, uHTS, HEK293 (AID 1566) | HEK293 NOD2/NF-kB luciferase reporter, luminescence; higher % means a stronger effect | one-dose inhibition, % at 4 µM; EC50 in µM for titrated hits | hit rate 0.63% among 290,000; further: many of its hits are not listed in these tables
NS5 inhibitors: flavivirus cap methylation enzyme inhibition – biochemical, confirmation dose response, primary screen (AID 588689); Dengue-2 NS5 methyltransferase capping enzyme assay, biochemical; higher % means a stronger effect; one-dose inhibition, % at 25 µM; IC50 in µM for titrated hits; hit rate 0.3% among 340,000; in the data active means a potency from the dose series
Siah-1 displacement: blockers of Siah-1 interaction with plectin peptide – biochemical, fluorescence polarization, rhodamine-plectin, uHTS, primary screen (AID 1817) | Siah-1 / rhodamine-plectin peptide fluorescence polarization; higher % means a stronger effect | displacement, % at 20 µM; hits with a dose series show IC50 in µM | hit rate 0.02% among 290,000;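 active means displacement of at least 50% at 20 µM, with a fluorescence ratio check between 0.3 and a set limit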;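 further: plate controls were Siah plus tracer with DMSO for no effect and tracer alone without Siah for full effect; strong numbers were not always called active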
HIV peptide binding: inhibitors of HIV fusion peptide binding, primary screen, biochemical, uHTS, fluorescence dequenching (AID 1986). one-dose inhibition, % at 20 µM; IC50 in µM for titrated hits. cell-free peptide binding, fluorescence dequenching, 30 min; higher % means a stronger effect. hit rate 0.3% among 290,000; in the data active means inhibition mostly above about 52%, no sharp cut-off; inactive means mostly below about 76%; further: some results filed as inactive read as strong as hits
Hep lipid drop cells 6.5 µM: further read-out of Hep lipid drop, marked with its call; cell count; measured here: cell count, cytotoxicity flag;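 cells counted across two imaged fields per well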
NS5 inhibitors pilot replicate: also measured in NS5 inhibitors; calls as there; inhibition, %; measured here: pilot screen replicate inhibition
Myeloid diff 2 GFP+ MAC1+ %: further read-out of Myeloid diff 2, marked with its call; GFP+ MAC1+ double positive, %; measured here: differentiation confirmed by MAC1 staining
An asterisk follows results filed as active; i = inactive; . = no result given. Unless noted, no stated cut-off is given here; in the data, active means inhibition above about 50%; inactive means the rest. Some of the compounds tested; count on the stated rates, not on these rows.

Start of the data: the first two compounds as a preview:
SMILES	Hep lipid drop	Hep lipid drop cells 6.5 µM	LYP inhibition	AID2073	Myeloid diff 2	Myeloid diff 2 GFP+ MAC1+ %	XIAP displacement	NOD2 inhibition	NS5 inhibitors	Siah-1 displacement	HIV peptide binding	others
O=C(NC1CCCCCCC1)C1CCN(S(=O)(=O)N2CCCC2)CC1	-0.9	738	-7.9%	0.6%	i	0.4	-3.8%	6.5%	-4.2%	1.8%	2.5%
Cc1ccc(NC(=O)c2sc(N)nc2-c2ccc([N+](=O)[O-])cc2)cc1C	-16.2	742	0.9%	-3.1%	i	0.4	.	4.1%	-1.6%	-0.5%	-1.6%

The list itself, repeating the preview:
SMILES	Hep lipid drop	Hep lipid drop cells 6.5 µM	LYP inhibition	AID2073	Myeloid diff 2	Myeloid diff 2 GFP+ MAC1+ %	XIAP displacement	NOD2 inhibition	NS5 inhibitors	Siah-1 displacement	HIV peptide binding	others
O=C(NC1CCCCCCC1)C1CCN(S(=O)(=O)N2CCCC2)CC1	-0.9	738	-7.9%	0.6%	i	0.4	-3.8%	6.5%	-4.2%	1.8%	2.5%
Cc1ccc(NC(=O)c2sc(N)nc2-c2ccc([N+](=O)[O-])cc2)cc1C	-16.2	742	0.9%	-3.1%	i	0.4	.	4.1%	-1.6%	-0.5%	-1.6%
CC(=O)c1cccc(NC(=O)CN(c2ccccc2F)S(C)(=O)=O)c1	-8.2	747	-8.1%	-5.6%	i	0.4	0.4%	3.5%	-3.3%	-1.2%	-0.9%
O=C(N/N=C/c1cc([N+](=O)[O-])ccc1O)Nc1ccccc1	-0.2	710	2.1%	8.1%	i	0.4	-2.4%	-12.1%	48.8%	-0.4%	5.5%
COC(=O)C1SCC2C(=O)N(Cc3cccc(C)c3)CC(=O)N21 (configuration not stated)	2.3	692	-10.0%	9.4%	i	0.1	-5.6%	2.7%	-5.4%	-1.3%	0.4%
Cc1nc(SCC(=O)NCc2ccc(F)cc2)c2c(=O)n(C)c(=O)n(C)c2n1	-2.3	568	-4.8%	-0.8%	i	2.8	-4.9%	3.4%	2.1%	-3.7%	-0.2%
COC(=O)c1ccc(CSc2nnc(-c3ccncc3)o2)cc1	-7.0	763	-9.6%	5.2%	i	0.8	.	14.2%	-5.2%	-3.0%	-1.5%
COc1ccc(CC(=O)NCCC(C)C)cc1S(=O)(=O)N1CCOCC1	7.3	711	-7.2%	3.4%	i	0.2	-3.7%	8.7%	-5.3%	6.1%	-0.7%
Cc1cccc(NC(=O)CSc2nnnn2-c2cccnc2)c1	.	.	-2.4%	-0.2%	i	5.9	-1.4%	11.4%	-3.5%	-1.0%	-1.5%
CC1CCCN(c2ccc3nncn3n2)C1 (configuration not stated)	.	.	-6.1%	16.6%	i	1.7	.	-7.6%	0.0%	4.9%	0.7%
O=C(NCC1CCCO1)c1onc(CSc2cccc3ccccc23)c1C(=O)O (configuration not stated)	.	.	-5.2%	-12.3%	i	1.0	-3.6%	4.2%	-4.0%	3.7%	8.3%
Nc1nc2ccccc2cc1-c1cccs1	.	.	-13.3%	16.5%	i	0.4	.	-56.5%	-2.6%	-5.8%	-0.4%
O=C(COC(=O)CCc1nc2ccccc2s1)NCc1ccco1	0.6	665	-5.4%	-1.3%	i	0.8	-9.8%	20.3%	-4.7%	1.3%	-1.4%
CCOc1cccc(/C=C2\NC(=S)N(c3ccccc3)C2=O)c1O	7.7	677	0.0%	10.1%	i	0.6	.	-111.5%	20.2%	3.5%	7.9%
CCn1c(SCC(=O)NC(C)(C)C)nnc1-c1ccoc1C	2.1	734	-10.2%	-3.6%	i	1.0	-2.2%	9.8%	-0.8%	11.3%	-0.3%
O=C(O)c1ccc2c(c1)N(Cc1ccccc1)C(=O)c1ccccc1S2=O (configuration not stated)	0.2	696	1.7%	-4.0%	i	1.4	-3.3%	14.4%	-12.1%	-1.8%	0.3%
COc1ccc(OC)c(C2C(C#N)=C(N)Oc3c2c(C)nn3-c2cccc(Cl)c2)c1 (configuration not stated)	.	.	0.8%	0.9%	i	0.5	-11.7%	8.7%	9.0%	7.4%	0.5%
COc1ccc(C(CNC(=O)C2CC(=O)N(Cc3ccc(C)cc3)C2)N(C)C)cc1 (configuration not stated)	.	.	-7.4%	1.6%	i	0.3	-0.7%	5.7%	-8.4%	1.4%	3.3%
Cc1cc2[nH]ncc2cc1NC(=S)NC(=O)c1ccccc1	.	.	-2.5%	-26.0%	i	1.7	-5.0%	13.8%	-5.2%	4.2%	1.2%
c1ccc(CCNc2ncnc3c2cnn3-c2ccccc2)cc1	-20.3	737	2.9%	3.6%	i	0.7	-7.3%	-76.8%	-4.9%	2.7%	4.6%
N#Cc1c(N2CCCC2)ccc(Br)c1Cl	-6.5	615	-5.6%	1.7%	i	1.1	.	-5.0%	-3.1%	-0.2%	-0.3%
CCCCC(=O)NC1(C(F)(F)F)C(=O)N(CC(C)C)C2=C1C(=O)CC(C)(C)C2 (configuration not stated)	.	.	-9.5%	-0.3%	i	9.1	-0.9%	-2.2%	-2.8%	1.5%	1.4%
O=C(CSc1nc2cccnc2n1Cc1ccccc1)NC1CCCCC1	-4.4	716	-2.9%	-6.9%	i	1.0	0.6%	2.6%	-2.5%	8.0%	3.5%
CCN(CC(=O)Nc1sc2c(c1C#N)CCCC2)CC(=O)NC1CCS(=O)(=O)C1 (configuration not stated)	8.9	655	0.9%	9.4%	i	0.7	1.5%	5.0%	3.1%	3.8%	0.9%
COc1ccccc1CNC(=O)C1CCC(CNS(=O)(=O)c2cccs2)CC1 (configuration not stated)	2.4	840	-6.1%	-2.4%	i	0.3	.	7.6%	-3.3%	1.0%	0.0%
O=C(CN1CCN(Cc2ccc(F)cc2Cl)CC1)NCc1ccccc1	12.2	783	-10.0%	5.2%	i	0.2	.	7.7%	-7.8%	-5.4%	-1.4%
N#Cc1c2c(c(N3CCN(c4ccccn4)CC3)n3c1nc1ccccc13)CCC2	.	.	-5.8%	7.4%	.	.	-3.4%	-5.4%	.	3.0%	-1.5%
O=C(c1cccn2c(=O)c3cc(Cl)ccc3nc12)N1CCN(Cc2ccc3c(c2)OCO3)CC1	36.1	664	8.4%	23.4%	i	0.5	0.0%	-13.6%	-1.6%	-3.9%	1.6%
COC/C=C/C1=CC2=CC(=O)C(C)(OC(=O)c3cnc4ccccc4n3)C(=O)C2=CN1Cc1ccc(OC)cc1 (configuration not stated)	0.9	723	-11.1%	29.1%	i	0.5	.	-0.5%	62.6%	2.9%	10.7%
CCOCCc1nnc(NC(=O)C2CC(=O)N(c3ccc(OCC)cc3)C2)s1 (configuration not stated)	3.2	810	-1.6%	5.2%	i	1.7	.	13.6%	-7.3%	-3.3%	0.5%
Cc1ccc(S(=O)(=O)N2CCCCC2C(=O)O)s1 (configuration not stated)	-6.2	668	3.3%	-3.4%	i	0.3	-7.4%	10.4%	-4.4%	12.8%	1.9%
O=C(O)c1cccc2cccnc12	-0.1	737	-2.1%	-4.5%	i	0.6	-11.6%	6.9%	-2.7%	-0.7%	12.5%
COc1ccccc1OCC(=O)NCCC1=CCCCC1	-11.1	635	-2.1%	-6.3%	i	0.4	-10.0%	-5.3%	-6.5%	-3.4%	1.4%
CCOc1ccc(N2CC(C(=O)NCCN3C(=O)S/C(=C\c4ccc(OC)c(OC)c4)C3=O)CC2=O)cc1 (configuration not stated)	1.2	638	-1.3%	3.6%	i	0.2	-2.5%	-32.3%	-0.9%	3.9%	-1.0%
CCCc1nn(C)c2c(=O)[nH]c(-c3ccccc3OCC)nc12	2.0	626	-3.7%	16.4%	i	2.4	-0.1%	11.3%	-7.9%	-7.3%	-2.4%
O=C(COC(=O)C1C2CC3OC(=O)C1C3C2)Nc1ccc(Cl)cc1 (configuration not stated)	-6.9	746	-3.8%	22.5%	.	.	.	5.0%	0.8%	3.3%	-0.2%
COc1ccc(-c2nnc(SC(C)C(=O)NNC(=O)c3ccc(C)cc3)o2)cc1 (configuration not stated)	-4.3	644	-8.3%	-4.5%	i	0.5	-7.2%	7.7%	-6.5%	-1.5%	-1.5%
CCOc1cc(/C=N/NC(=O)c2cccnc2)ccc1OCC(=O)N1CCOCC1	-4.5	591	1.4%	1.5%	i	1.5	-5.7%	13.6%	-0.6%	-3.5%	-3.7%
COc1cc([N+](=O)[O-])ccc1NC(=O)C[n+]1cccc(C(C)=O)c1	9.0	651	-2.4%	10.5%	i	0.1	-8.8%	12.3%	-0.8%	-4.2%	-0.1%
CC1(C)C(=O)C2(CCCCC2)C(=O)OC1c1cccn1-c1ccc([N+](=O)[O-])cc1 (configuration not stated)	-2.9	578	-2.1%	1.9%	i	1.1	-8.4%	-15.3%	-7.4%	6.2%	2.0%
COc1cccc(OCCn2cc(/C=N/NC(=O)c3ccncc3)c3ccccc32)c1	-4.8	699	-2.9%	3.9%	i	1.1	-4.1%	12.3%	-10.2%	-5.8%	-1.4%
Cc1ccc(C2C3=C(CCCC3=O)Nc3[nH]c(=S)[nH]c(=O)c32)cc1 (configuration not stated)	.	.	-6.3%	0.4%	i	0.8	-7.0%	11.2%	-5.0%	0.0%	8.8%	NS5 inhibitors pilot replicate=-6.7
Cc1noc(/C=C/N(C)C)c1S(=O)(=O)N1CCCC(C(=O)Nc2ccc3c(c2)OCO3)C1 (configuration not stated)	.	.	-7.5%	-1.1%	i	1.7	-7.0%	15.1%	-5.5%	-3.5%	0.7%
COc1cccc(CNC(=O)N[C@@H](CC(C)C)C(=O)O)c1	7.5	767	-6.2%	-11.1%	.	.	-6.2%	16.2%	-3.4%	1.3%	0.4%
CNC(C)C#Cc1ccc2oc3cccc(OC)c3c(=O)c2c1 (configuration not stated)	8.6	736	-14.8%	20.8%	i	2.1	.	-58.4%	0.8%	-8.2%	1.1%
CC(=O)C(C)Oc1ncn(-c2ccccc2)n1 (configuration not stated)	12.5	788	2.2%	11.2%	i	1.0	-4.7%	4.1%	-3.3%	4.5%	0.1%
Cc1cccc(N2CCN(C3=NC(=O)/C(=C\c4cn[nH]c4-c4ccccc4)S3)CC2)c1	-9.6	647	-0.2%	23.8%	i	0.3	-11.9%	-3.4%	-1.0%	-0.9%	1.0%
CC(C)(C)c1ccc(C(=O)Nc2ncn[nH]2)cc1	1.4	692	-5.5%	2.6%	i	0.9	-0.4%	-41.5%	-3.8%	-1.1%	-0.9%
CN(CCc1ccccn1)C(=O)CCC1CCCN(C(=O)NC2CCCCC2)C1 (configuration not stated)	-3.0	698	-7.9%	2.7%	i	0.0	-3.5%	-3.7%	6.9%	-1.3%	1.2%
CCn1cnc2c1c(=O)n(Cc1cccc([N+](=O)[O-])c1)c(=O)n2Cc1ccccc1	-15.3	826	-0.4%	11.2%	i	1.1	.	-1.2%	-8.9%	2.5%	-0.8%
COc1ccc(C(O)c2nccn2Cc2ccccc2)cc1 (configuration not stated)	.	.	-5.8%	19.6%	i	4.4	-1.3%	3.3%	-5.6%	0.2%	-1.6%

Screening results as filed in PubChem BioAssay.
